OXTR ag: human OXTR agonism; P30559; CHO-OTR cells, Fluo-8 calcium fluorescence; normalized: DMSO 0%, oxytocin 100%; activation, % at 3 µM; 0.32% of 320,000 active; AID 2435;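 active = activation above the mean of all tested compounds plus 3 SD, cutoff set per screening run, cut at about 20% in these data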;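 also: peak over basal fluorescence ratio from a 100 s FLIPR kinetic read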
GPR7 antagonist: blocks human GPR7 receptor signaling; P48145; GPR7-expressing cells, fluorescence antagonist assay; inhibition, % at 4.4 µM; 1.1% of 290,000 active; AID 1861; in the data active = inhibition above about 16%, passing the limit was not always enough;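 also: cells stimulated with the agonist NPW; 0% = agonist with vehicle and 100% = vehicle without agonist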
HCV NS3 hel inh: blocks Hepatitis C virus NS3 helicase unwinding; NS3 helicase DNA unwinding, Cy5 molecular beacon fluorescence; inhibition, % at 10.9 µM; 0.56% of 290,000 active; AID 1800;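 active = inhibition above the mean of all tested compounds plus 3 SD, set per campaign, cut at about 35% in these data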;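 also: 0% = DMSO wells and 100% = thioflavine S control wells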
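System: Hepatitis C virus NS3 helicase domain fragment enzyme | Reagent: Annealed dual-labelled DNA beacon duplex, ATP-started | Compound dosing: 10.9 µM single point, 0.8% DMSO | Incubation: 1 h reaction at 25 °C, ATP-initiated | Technique: Cy5 fluorescence | Evaluation: Percent inhibition from t60/t0 fluorescence ratio | Benchmarks: Low DMSO, high thioflavine S at 110 µM | Replication: Singlicate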
PHOSPHO1 block: inhibitors of human PHOSPHO1 phosphatase; recombinant PHOSPHO1, absorbance phosphatase assay; inhibition, % at 13.3 µM; 1.1% of 290,000 active; in the data active = inhibition above about 60%
Target sequence (Q8TCT1 whole entry, looked up): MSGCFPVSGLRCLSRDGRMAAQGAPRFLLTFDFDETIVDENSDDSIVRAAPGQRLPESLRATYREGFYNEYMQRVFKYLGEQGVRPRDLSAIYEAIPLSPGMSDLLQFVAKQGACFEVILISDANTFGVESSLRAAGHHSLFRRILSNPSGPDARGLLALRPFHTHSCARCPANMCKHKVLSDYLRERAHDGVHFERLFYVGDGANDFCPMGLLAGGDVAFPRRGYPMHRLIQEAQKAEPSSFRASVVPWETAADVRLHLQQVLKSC
V1R ag counter: activates human V1a receptor in oxytocin agonist counter-screen; P37288; CHO-V1R cells, Fluo-8 calcium fluorescence, agonist mode; 0% DMSO, 100% 3 nM vasopressin; activation, % at 3 µM; 0.25% of 320,000 active;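 active = activation above the mean activation of all tested compounds plus 3 SD, per screening run, cut at about 20% in these data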;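 also: signal is peak over basal fluorescence ratio across a 100 second FLIPR read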
Target sequence (P37288 whole entry, looked up): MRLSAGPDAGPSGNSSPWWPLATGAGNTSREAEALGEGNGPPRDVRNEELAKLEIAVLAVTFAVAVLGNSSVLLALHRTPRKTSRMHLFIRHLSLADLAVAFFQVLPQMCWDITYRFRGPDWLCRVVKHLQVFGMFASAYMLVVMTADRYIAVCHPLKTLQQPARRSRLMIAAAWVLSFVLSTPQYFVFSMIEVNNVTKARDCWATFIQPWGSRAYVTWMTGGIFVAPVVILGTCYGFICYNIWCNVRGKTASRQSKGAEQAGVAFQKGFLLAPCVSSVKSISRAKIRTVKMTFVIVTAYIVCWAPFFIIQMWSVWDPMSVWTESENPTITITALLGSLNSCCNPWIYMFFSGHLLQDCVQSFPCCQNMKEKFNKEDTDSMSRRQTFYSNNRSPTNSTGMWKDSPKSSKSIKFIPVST
GalR3 antag: blocks the human galanin receptor 3. O60755. HEK293 GalR3-CNG cAMP membrane potential fluorescence; galR3 body fused to GalR1 C-terminus. inhibition, % at 3 µM. 0.44% of 360,000 active;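 active = inhibition above the screen-wide average plus 3 SD, cut at about 13% in these data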;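 also: forskolin and galanin both at EC90 stimulate the cells; cAMP rise reported by CNG channel membrane potential dye signal; 0% = forskolin plus galanin with DMSO and 100% = forskolin alone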
Target sequence (O60755 1-299 limits assumed): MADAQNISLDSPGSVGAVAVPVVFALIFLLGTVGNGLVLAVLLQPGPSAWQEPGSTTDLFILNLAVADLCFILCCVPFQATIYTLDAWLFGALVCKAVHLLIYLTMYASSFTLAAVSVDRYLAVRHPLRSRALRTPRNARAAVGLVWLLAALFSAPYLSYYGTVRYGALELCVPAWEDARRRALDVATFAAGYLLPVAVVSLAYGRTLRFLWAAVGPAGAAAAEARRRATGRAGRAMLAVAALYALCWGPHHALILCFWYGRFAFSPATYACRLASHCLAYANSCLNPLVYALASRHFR
VIM-2 inhibitor: blocks Pseudomonas aeruginosa VIM-2 metallo-beta-lactamase; AID 1527; purified VIM-2, nitrocefin hydrolysis, epi-absorbance fluorescence; 0.89% of 290,000 active; inhibition, % at 5.6 µM;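 active = inhibition above the mean of all tested compounds plus 3 SD, cutoff set per screening run, cut at about 7.5% in these data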;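 also: red hydrolysis product quenches plate fluorescence so inhibitors raise well fluorescence; 0% = enzyme with DMSO and 100% = DMSO without enzyme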
FID counter: displaces DNA intercalator in HCV helicase counter-screen; DNA fluorescent intercalator displacement, fluorescence; inhibition, % at 7.9 µM; 0.17% of 290,000 active; AID 1845; in the data active = inhibition above about 37%;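 also: 0% = vehicle and 100% = reference compound; higher means more ethidium bromide displaced from hairpin DNA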
IMP-1 inh: inhibitors of Pseudomonas aeruginosa IMP-1 metallo-beta-lactamase. inhibition, % at 5.6 µM. 0.45% of 290,000 active. AID 1556. purified IMP-1, nitrocefin hydrolysis, epi-absorbance fluorescence;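 active = inhibition above the mean plus 3 SD of all compounds in the same screening run, cut at about 4.5% in these data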;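 also: 0% = IMP-1 with DMSO and 100% = DMSO wells lacking enzyme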
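System: Purified IMP-1 | Read-out basis: Percent enzyme inhibition | Controls: IMP-1 with DMSO as 0%, enzyme-free DMSO as 100% | Replicates: One well per compound | Doses: 5.6 µM nominal single concentration | Detection: Epi-absorbance fluorescence, 480 nm excitation, 530 nm emission | Incubation: 25 °C, 15 min preincubation, 25 min reaction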
An asterisk follows results filed as active; . = not tested or not shown. No enrichment for hits; overall some 4.3% were active at least once.

SMILES	OXTR ag	GPR7 antagonist	HCV NS3 hel inh	PHOSPHO1 block	V1R ag counter	GalR3 antag	VIM-2 inhibitor	FID counter	IMP-1 inh
CC(=O)[C@@H]1[C@@H](C(=O)c2ccc(C)cc2)[C@]2(C(=O)Nc3ccccc32)[C@H]2C=Cc3cc(F)ccc3N12	0.1	-11	31	-10	0.6	-2	-1.3	-36	-3.2
O=C(O)C12CC3CC(C1)CC(n1cnc(Cl)n1)(C3)C2	-0.1	-11	1	0	0.7	-3	-0.2	-1	2.6
Cc1oc(CN2CCOCC2)cc1C(=O)O	-0.5	-13	-7	-5	0.7	-3	-2.4	-2	-1.5
O=c1[nH]cnc2c1cnn2Cc1ccccc1Cl	.	3	-2	44	.	-3	-1.5	-6	-2.2
CCCCNC(=O)C1CCN(Cc2ccc(OCc3ccccc3)cc2)CC1	5.6	0	-6	-5	4.1	-4	-1.7	15	-2.5
CC(=O)OC1c2ccccc2C(=O)N1Cc1ccccc1 (stereo not given)	0.2	-2	3	9	1.1	.	-1.3	-2	-4.2
O=c1[nH]cc(C(F)(F)F)cc1NS(=O)(=O)c1ccc([N+](=O)[O-])cc1	0.1	-4	7	24	-1.0	0	2.3	0	-1.6
CN(c1ccc(F)cc1)S(=O)(=O)c1ccc(Cl)c(C(=O)Nc2ccc3c(c2)CCC3)c1	0.5	-10	4	-12	1.9	-4	-0.1	-12	-0.9
COC(=O)C1=C(CN2CCCc3ccccc32)NC(=O)NC1c1ccc(F)cc1 (stereo not given)	-1.0	-8	-11	44	-0.2	5	-1.3	-14	-2.5
COc1cc(/C=C2\SC(=S)N(c3cccnc3)C2=O)ccc1O	24*	-3	-5	-44	26*	-8	-1.3	-1	-1.6
CCOc1ccc(-c2cc(CCCC(=O)NCCc3ccc(OC)c(OC)c3OC)no2)cc1	3.1	4	-3	-1	3.0	-7	1.2	-18	1.2
O=C(Nc1cnc2ccccc2c1)N1CCCCC1	-0.3	17	-6	-30	0.8	2	-1.6	2	-1.4
COc1cc2c(cc1OC)CN(c1nc(CN3CCCCC3)nc3sc4c(c13)CCCC4)CC2	-0.7	-16	-76	8	1.1	0	5.2	6	-1.1
Cc1nc(SCC(=O)Nc2c(C)n(C)n(-c3ccccc3)c2=O)n[nH]1	1.5	-14	-9	12	2.5	-2	-0.3	1	-2.7
O=C(O)CCCN1C(=O)/C(=C\c2ccc(-c3nc4ccccc4s3)o2)SC1=S	1.0	4	12	93*	1.0	3	0.3	-11	2.7
COCC1CCCN(C(=O)c2ccc3oc(C(C)C)nc3c2)C1 (stereo not given)	-0.4	-15	-5	1	0.6	-3	-3.1	-28	-1.8
CCN(CC)S(=O)(=O)c1ccc(C(=O)Nc2cc3oc4ccccc4c3cc2OC)cc1	0.5	-9	2	6	0.8	-1	-1.9	1	-0.9
C/C(CC(=O)Nc1ccccc1C)=N\NC(=O)Cc1csc(N)n1	-1.5	3	0	0	0.4	2	-4.3	-8	-4.3
CN(C)c1ccnc(Oc2ccc(F)cc2)c1C#N	0.8	-7	2	24	0.9	2	-5.8	-2	-2.0
Cc1ccc(C)c(N2N=C(C(=O)N(CC(C)C)c3c(N)n(Cc4ccccc4)c(=O)[nH]c3=O)CCC2=O)c1	0.5	-5	18	58	1.6	0	-0.8	-32	1.8
O=C(NCCN=C1NS(=O)(=O)c2ccccc21)c1ccco1	0.2	3	3	-3	0.3	.	-0.7	3	-0.6
CC(=O)C1=C(O)C(=O)N(Cc2ccco2)C1c1ccc(F)cc1 (stereo not given)	1.1	-2	3	4	-0.1	3	2.9	0	0.4
Cn1c(=O)c2ncn(CC(=O)Nc3ccc4c5c(cccc35)CC4)c2n(C)c1=O	-0.9	-13	25	3	0.0	0	0.1	-3	3.0
Cc1c(C(=O)OC/C(O)=C(\C#N)c2nc3ccccc3[nH]2)oc2ccccc12	-0.7	-10	-16	5	-0.1	-6	0.4	1	1.1
O=C(c1ccccc1)N1CCN(C(=O)C2CC2)CC1	1.3	-4	-3	35	-0.5	-5	1.3	-2	-0.2

Part of the list above in order of molar mass, lowest first.
SMILES	OXTR ag	GPR7 antagonist	HCV NS3 hel inh	PHOSPHO1 block	V1R ag counter	GalR3 antag	VIM-2 inhibitor	FID counter	IMP-1 inh
Cc1oc(CN2CCOCC2)cc1C(=O)O	-0.5	-13	-7	-5	0.7	-3	-2.4	-2	-1.5
O=C(O)C12CC3CC(C1)CC(n1cnc(Cl)n1)(C3)C2	-0.1	-11	1	0	0.7	-3	-0.2	-1	2.6
COCC1CCCN(C(=O)c2ccc3oc(C(C)C)nc3c2)C1 (stereo not given)	-0.4	-15	-5	1	0.6	-3	-3.1	-28	-1.8

Next structures.
SMILES	OXTR ag	GPR7 antagonist	HCV NS3 hel inh	PHOSPHO1 block	V1R ag counter	GalR3 antag	VIM-2 inhibitor	FID counter	IMP-1 inh
CC1=C(C(=O)Nc2cccc(C(=O)NC(C)C)c2)SCCO1	0.7	-16	-11	26	1.1	-9	0.8	0	-1.8
Cc1nnc(SCCC(=O)Nc2ccccc2Cl)o1	0.6	18	4	-2	0.8	-1	-2.6	-5	-5.1
O=C(O)c1ccccc1NC(=S)NC(NC(=O)c1ccccc1[N+](=O)[O-])C(Cl)(Cl)Cl (stereo not given)	0.1	-9	13	24	-0.6	-9	-4.3	-2	-2.3
O=C(O)C1CCCNC1 (stereo not given)	-0.5	-8	2	28	-0.2	.	-2.0	-1	-2.0
N#Cc1ccc(COC(=O)c2ccc(N3CCCC3)c([N+](=O)[O-])c2)cc1	-0.6	-6	10	-6	0.5	5	-2.9	-2	-3.2
COc1ccc(C(=O)NC(=S)Nc2ccccc2N2CCOCC2)cc1[N+](=O)[O-]	-1.4	0	-1	1	0.0	-1	-3.5	-5	-2.2
CCOc1ccc(N2CC(C(=O)NCc3ccccc3)CC2=O)cc1 (stereo not given)	-0.6	-7	-2	11	-0.2	-2	-1.9	-9	-1.6
O=C(NC(=S)NC1CCS(=O)(=O)C1)c1cccc([N+](=O)[O-])c1 (stereo not given)	0.5	-2	5	-16	0.5	-3	0.6	-2	-1.1
Fc1ccccc1NC(=S)N/N=C/c1ccccc1Br	-1.4	-5	2	8	-0.7	-4	-0.8	-6	-2.6
C=CCn1c(=O)c(C(=O)NCCN(CC)CC)c(O)c2ccccc21	0.9	-8	-3	38	1.2	0	0.3	4	-3.3
CNC(=O)/C(C#N)=C/c1c(N2CCN(c3cccc(Cl)c3)CC2)nc2c(C)cccn2c1=O	-0.8	2	-11	24	0.8	-11	4.0	-4	-0.5
CC(=O)OCCCCON1C(=O)c2ccccc2C1=O	-0.4	-4	-9	55	0.1	-5	-2.5	4	-1.6
CCN1CCN(C(=O)CSc2cc(=O)n(CC)c3ccccc23)CC1	-0.3	-1	-6	1	0.9	-3	4.5	1	-1.0
CCOC(=O)N1CCC(N(CCOC)C(=S)Nc2cccc(SC)c2)CC1	1.3	13	-2	-8	0.6	-5	0.6	0	2.4
CN(CC(=O)NCC1CCCCC1)S(=O)(=O)c1ccc(Cl)cc1	1.0	0	-6	31	1.9	-9	0.7	-23	-4.0
Cc1nn(C)cc1/C=N\NC(=O)c1ccc(Cn2cc(Cl)cn2)cc1	5.5	-8	-11	10	0.7	0	-2.2	-13	-1.9
CSCC[C@H](NC(=O)C1=NN(c2c(F)c(F)cc(F)c2F)C(=O)CC1)c1nc2ccccc2[nH]1	0.3	-2	6	40	-1.1	-3	-1.9	-4	-3.6
O=[N+]([O-])c1ccc(OCCCn2cncn2)cc1	1.9	-10	4	52	1.0	-4	-2.2	-7	-3.2
Cc1ccc(Cl)cc1NC(=O)C1CC1c1ccccc1 (stereo not given)	-1.1	13	3	14	-0.5	-9	1.5	-9	-0.6
Cc1ccc(-c2nc(CS(=O)(=O)CC(=O)NC3CCCCC3C)c(C)o2)cc1 (stereo not given)	-0.6	-2	-6	0	-1.8	-2	-0.6	-9	-1.0
Nc1ccc(Sc2nc3ccccc3[nH]2)cc1	1.4	-3	-3	27	1.2	-3	-3.2	8	-3.3
CCCc1cc(=O)n2[nH]c(SCc3ccc(Cl)cc3)nc2n1	-0.2	6	2	26	0.5	-10	-1.1	-7	-2.3
N#Cc1ccsc1NC(=O)c1ccc(Cl)c([N+](=O)[O-])c1	22*	20*	28	-4	15	-2	0.9	0	-0.2
Cc1ccc([N+](=O)[O-])c(C)[n+]1C	0.4	-2	3	-77	0.7	5	-2.6	5	-3.1
N#Cc1ccccc1OCC(=O)NCC(c1cccs1)N1CCOCC1 (stereo not given)	0.3	-7	-4	34	0.9	-1	-0.9	-17	-2.3
O=C(NC1CCCc2c1cnn2-c1ccc(F)cc1F)c1ccccc1N1CCOCC1 (stereo not given)	-2.2	2	9	46	-0.3	-3	-0.3	-29	0.1
CC(C)NC(=O)c1nn2c(C(F)(F)F)cc(-c3ccco3)nc2c1Cl	0.0	-6	1	3	-0.1	-3	-1.1	0	-2.6

GPR7 antagonist, what is marked active above
Molecule,GPR7 antagonist,HCV NS3 hel inh,PHOSPHO1 block,GalR3 antag,VIM-2 inhibitor,IMP-1 inh
N#Cc1ccsc1NC(=O)c1ccc(Cl)c([N+](=O)[O-])c1,20*,28,-4,-2,0.9,-0.2

Entries listed so far that have a thiophene ring, fused or not:
SMILES	OXTR ag	GPR7 antagonist	HCV NS3 hel inh	PHOSPHO1 block	V1R ag counter	GalR3 antag	VIM-2 inhibitor	FID counter	IMP-1 inh
COc1cc2c(cc1OC)CN(c1nc(CN3CCCCC3)nc3sc4c(c13)CCCC4)CC2	-0.7	-16	-76	8	1.1	0	5.2	6	-1.1
N#Cc1ccsc1NC(=O)c1ccc(Cl)c([N+](=O)[O-])c1	22*	20*	28	-4	15	-2	0.9	0	-0.2
N#Cc1ccccc1OCC(=O)NCC(c1cccs1)N1CCOCC1 (stereo not given)	0.3	-7	-4	34	0.9	-1	-0.9	-17	-2.3

4 of the compounds above, in CSV form.
smiles,OXTR ag,GPR7 antagonist,HCV NS3 hel inh,PHOSPHO1 block,V1R ag counter,GalR3 antag,VIM-2 inhibitor,FID counter,IMP-1 inh
CCN1CCN(C(=O)CSc2cc(=O)n(CC)c3ccccc23)CC1,-0.3,-1,-6,1,0.9,-3,4.5,1,-1.0
CCOC(=O)N1CCC(N(CCOC)C(=S)Nc2cccc(SC)c2)CC1,1.3,13,-2,-8,0.6,-5,0.6,0,2.4
CN(CC(=O)NCC1CCCCC1)S(=O)(=O)c1ccc(Cl)cc1,1.0,0,-6,31,1.9,-9,0.7,-23,-4.0
Cc1nn(C)cc1/C=N\NC(=O)c1ccc(Cn2cc(Cl)cn2)cc1,5.5,-8,-11,10,0.7,0,-2.2,-13,-1.9

Assay outcomes deposited in PubChem BioAssay by several laboratories.
